EBI2 block = EBI2 (human) antagonism | P32249 | EBI2 beta-arrestin recruitment, luminescence, 7a,25-OHC stimulated | inhibition, % at 5 µM | actives 0.81% (n = 360,000); in the data active = inhibition above about 38%;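 note: enzyme fragment complementation signal reports receptor beta-arrestin coupling in cells; 0% = agonist plus DMSO wells and 100% = wells without agonist; some results beyond the cut were filed as inactive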
APJ antagonist = blocks the human apelin receptor APJ | inhibition, % at 20 µM | actives 0.32% (n = 330,000) | CHO-K1 APJ beta-arrestin complementation, luminescence;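 active = inhibition above about 40% at 20 µM, limit read from the data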;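 note: cells challenged with 10 nM apelin-13 agonist together with compound; plate controls were apelin-13 plus DMSO wells for no effect and DMSO wells lacking apelin-13 for full effect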
Target sequence (P35414 whole entry, looked up): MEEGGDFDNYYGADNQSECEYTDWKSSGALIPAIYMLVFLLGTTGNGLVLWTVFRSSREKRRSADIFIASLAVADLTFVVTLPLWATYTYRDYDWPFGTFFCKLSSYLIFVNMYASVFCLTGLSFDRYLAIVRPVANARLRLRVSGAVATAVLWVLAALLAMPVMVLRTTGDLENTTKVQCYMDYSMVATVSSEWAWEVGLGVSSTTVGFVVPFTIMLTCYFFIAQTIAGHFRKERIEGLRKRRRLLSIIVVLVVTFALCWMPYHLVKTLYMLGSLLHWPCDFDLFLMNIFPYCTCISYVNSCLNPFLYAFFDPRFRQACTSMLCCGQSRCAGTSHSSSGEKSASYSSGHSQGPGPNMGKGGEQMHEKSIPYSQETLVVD
APJ agonist = activates the human apelin receptor APJ. P35414. CHO-K1 APJ PathHunter beta-arrestin, luminescence; 0% DMSO wells, 100% apelin. activation, % at 20 µM. actives 0.11% (n = 330,000). AID 2520;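 active = activation more than six SD over the plate average, tested at 20 µM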;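 note: 0% = DMSO alone and 100% = apelin-13 at 10 nM; some results filed as inactive read as strong as hits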
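Material: engineered CHO-K1 APJ arrestin reporter cells; amount: 1000 CHO-K1 reporter cells seeded per well; incubation: compound stimulation 90 min at 25 °C, detection 60 min; signal: luminescent beta-gal fragment complementation, chemiluminescent substrate; read-out basis: APJ agonist activity; controls: DMSO-only wells as negative, 10 nM Apelin-13 as positive control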
CXCR6 block = inhibitors of human CXCR6 receptor; O00574; CHO-K1 PathHunter CXCR6 beta-arrestin, luminescence; inhibition, % at 20 µM; actives 0.36% (n = 360,000); AID 602244; in the data active = inhibition above about 34%, passing the limit was not always enough;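 note: antagonist mode with CXCL16 agonist at 10 nM final; 0% = 10 nM CXCL16 with DMSO and 100% = unstimulated wells without agonist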
CCR6 antagonist = antagonists of human CCR6 receptor; P51684; CHO-K1 CCR6 PathHunter beta-arrestin, luminescence, CCL20-stimulated; inhibition, % at 20 µM; actives 0.49% (n = 340,000); AID 493098;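 active = compounds whose inhibition of the agonist-driven luminescence signal at 20 µM reaches about 50%, limit read from the data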;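 note: cells stimulated with CCL20 at 14 nM final; plate controls were DMSO with CCL20 for no effect and DMSO without agonist for full effect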
Target sequence (P51684 whole entry, looked up): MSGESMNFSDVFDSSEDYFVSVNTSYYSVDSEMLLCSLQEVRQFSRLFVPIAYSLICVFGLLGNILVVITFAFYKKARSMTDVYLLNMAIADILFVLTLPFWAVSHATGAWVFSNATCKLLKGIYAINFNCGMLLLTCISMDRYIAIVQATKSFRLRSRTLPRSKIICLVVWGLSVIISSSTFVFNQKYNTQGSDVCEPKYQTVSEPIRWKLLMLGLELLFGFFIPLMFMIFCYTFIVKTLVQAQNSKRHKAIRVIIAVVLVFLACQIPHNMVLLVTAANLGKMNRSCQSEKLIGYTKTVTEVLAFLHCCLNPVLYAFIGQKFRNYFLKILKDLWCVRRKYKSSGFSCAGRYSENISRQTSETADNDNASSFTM
XBP1 UPR activ = activators of adaptive arm of unfolded protein response (XBP1). AID 463104. CHO-XBP1 luciferase reporter, IRE1-XBP1 UPR activation, luminescence; percent of tunicamycin response, DMSO as zero. actives 0.33% (n = 330,000). activation, % at 20 µM;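 active = versus positive control, 20 µM dose yields 30% or more activation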;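 note: 100% = tunicamycin at 10 µg/mL and 0% = DMSO only wells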
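Assay system: IRE1-XBP1 luciferase reporter CHO line. Input: 1000 cells/well. Buffer or medium: F12 with 10% serum. Doses: 20 µM, 1% DMSO. Times: overnight seeding at 37 °C, 6 h compound treatment at 37 °C. Technique: Steady-Glo luciferase glow luminescence, 10 min after reagent addition.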
UPR CHOP act = activators of apoptotic arm of unfolded protein response (CHOP); activation, % at 10 µM; CHO-CHOP luciferase reporter, UPR activation, luminescence; percent of tunicamycin response over DMSO baseline; actives 0.34% (n = 330,000); AID 449763;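 active = at 10 µM dose, activation of 40% or more, normalized to positive control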;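 note: 100% = tunicamycin at 10 µg/mL and 0% = DMSO alone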
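assay system = CHO CHOP reporter cells | amount = 500 CHO-CHOP cells per well | buffer or medium = F12 with 10% FBS | incubation = 16-18 h cell attachment, then 6 h compound exposure, 37 °C | detection = luminescence read with Steady-Glo | read-out = percent activation relative to tunicamycin control | controls = tunicamycin high control, DMSO low control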
tim23-1 inh = growth inhibitors of tim23-1 mutant yeast; S. cerevisiae tim23-1 growth, BacTiter-Glo luminescence, 24 h; inhibition, % at 20 µM; actives 1.3% (n = 330,000); AID 463212;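 active = growth inhibition of the mutant yeast at or above 50%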;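 note: temperature-sensitive mutant grown at 25 °C; plate controls were DMSO-treated mutant yeast for no effect and medium wells lacking yeast for full effect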
Mdm2-MdmX inh = inhibitors of human Mdm2/MdmX interaction. inhibition, % at 8 µM. AID 485346. O15151+Q00987. SaOS-2 split-luciferase Mdm2/MdmX complementation, luminescence. actives 3% (n = 330,000);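 active = inhibition of at least 50% at 8 µM in the primary screen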
* marks the source's active call; other numbers are inactive results; / = not tested or not shown.

1) OC(COc1ccc2cc(Br)ccc2c1)CN1CCOCC1 (stereo not given)
2) COc1ccc(CNC(=O)C2(CC3CC(c4ccccc4)=NO3)CCN(C(=O)Cc3ccc(F)cc3)CC2)cc1 (stereo not given)
3) Cc1cc(C)cc(C(=O)NCC(=O)OCc2c(C)noc2C)c1
4) CN1CCN(/C=N/C2=C(C#N)C(c3ccccc3)C3=C(CC(C)(C)CC3=O)O2)CC1 (stereo not given)
5) Cc1cc(-c2ccc(S(=O)(=O)Nc3ccc(C#N)cc3)s2)on1
6) Cc1cc2ncn(CCCCOc3ccccc3)c2cc1C
7) O=C(Nc1ccccc1)NC1CCN(Cc2c(F)cccc2Cl)CC1
8) COc1ccc2oc(C(=O)OCc3nnc(-c4ccccc4)o3)c(C)c2c1
entry no.	1	2	3	4	5	6	7	8
EBI2 block	42	-14	-6	15	0	-11	-1	-8
APJ antagonist	-11	3	-3	16	14	4	11	-53
APJ agonist	-2	-5	-2	-3	-2	-3	2	-1
CXCR6 block	1	8	-5	-1	7	-1	-4	-5
CCR6 antagonist	-5	4	14	1	14	8	7	12
XBP1 UPR activ	-1	0	-2	0	-1	1	-4	0
UPR CHOP act	5.6	-0.4	-0.4	0.5	0.4	-1.9	-0.7	1.2
tim23-1 inh	0	1	-6	18	3	52*	12	9
Mdm2-MdmX inh	-7	4	14	5	9	1	-18	-7

In a second layout: results already given
item	SMILES	EBI2 block	APJ antagonist	APJ agonist	CXCR6 block	CCR6 antagonist	XBP1 UPR activ	UPR CHOP act	tim23-1 inh	Mdm2-MdmX inh
1	OC(COc1ccc2cc(Br)ccc2c1)CN1CCOCC1 (stereo not given)	42	-11	-2	1	-5	-1	5.6	0	-7
2	COc1ccc(CNC(=O)C2(CC3CC(c4ccccc4)=NO3)CCN(C(=O)Cc3ccc(F)cc3)CC2)cc1 (stereo not given)	-14	3	-5	8	4	0	-0.4	1	4
3	Cc1cc(C)cc(C(=O)NCC(=O)OCc2c(C)noc2C)c1	-6	-3	-2	-5	14	-2	-0.4	-6	14

More results follow.
9) Cc1ccc2[nH]cc(C(=O)CN3CCN(C)CC3)c2c1
10) CC(=O)c1ccc(S(=O)(=O)Nc2ccc(-c3ccc4nncn4n3)cc2)cc1
11) Cc1cccc(-c2csc(NC(=O)c3cnccn3)c2C(=O)OC(C)C)c1
12) COc1ccc(NC(=O)C(NCC(C)C)c2ccccc2)cc1Cl (stereo not given)
13) COc1cccc2c3c(c(C)nc12)CCN3c1ccccc1
14) CC1(C)CC(=NO)CC(C)(C)N1
15) Cc1cccn2cc(-c3ccc(S(=O)(=O)N4CCOCC4)cc3)nc12
16) COc1ccc(OCCCCc2c(C)n[nH]c2C)cc1
entry no.	9	10	11	12	13	14	15	16
EBI2 block	-7	7	9	12	-11	2	-2	-11
APJ antagonist	2	12	2	3	-16	10	-37	12
APJ agonist	-5	3	6	-3	-2	-2	5	-1
CXCR6 block	7	6	-3	2	8	-1	4	9
CCR6 antagonist	-1	9	12	13	4	10	11	0
XBP1 UPR activ	0	-2	3	-1	0	-1	1	-2
UPR CHOP act	0.6	0.5	1.6	-2.6	0.3	-0.5	-1.1	0.0
tim23-1 inh	-2	-2	6	5	20	9	20	9
Mdm2-MdmX inh	14	5	28	9	23	-13	-6	14

17) O=C(O)C1C2CCC(C2)C1C(=O)NCCc1ccc(F)cc1 (stereo not given)
18) OC(c1ccc(Cl)cc1Cl)C(Cc1cccnc1)n1cncn1 (stereo not given)
19) O=C1C2C3C=CC(C3)C2C(=O)N1/N=C/c1cn(Cc2ccc(F)cc2)c2ccccc12 (stereo not given)
20) O=C(CNC(=O)c1ccccc1Br)N/N=C/c1ccco1
21) COC(=O)c1cc(Br)c(=O)n(-c2ccccc2OC)c1
22) CCCCOCCCN1CC(=O)N2[C@@H](Cc3c([nH]c4ccccc34)C2(C)C)C1=O
23) O=C(Cn1cc(C(F)(F)F)ccc1=O)NCc1ccc(F)cc1
24) COC(=O)c1cc(C)nc(N)c1C#N
entry no.	17	18	19	20	21	22	23	24
EBI2 block	-5	0	7	-7	-7	-8	-19	-2
APJ antagonist	-1	-4	12	-2	15	-16	31	12
APJ agonist	-3	-4	3	-1	0	-1	-3	1
CXCR6 block	-1	2	3	-14	-1	-2	-2	-12
CCR6 antagonist	11	-7	13	-15	-11	7	-8	3
XBP1 UPR activ	-5	-1	0	-2	0	-2	6	-2
UPR CHOP act	0.6	-0.1	2.8	-1.0	-1.8	3.5	4.9	-0.5
tim23-1 inh	-14	-112	28	14	-5	25	-12	18
Mdm2-MdmX inh	-14	-2	33	-9	11	6	-29	5

25) O=C(Nc1ccc(NC(=O)c2ccco2)nc1)c1cccc(F)c1
26) CC(=O)c1ccc(OCC(O)CN2CCOCC2)cc1 (stereo not given)
27) COc1cccc(-c2cc(C(F)(F)F)nc(N3CCOCC3)n2)c1
28) CCC(C)(C)NC(=O)CN(Cc1ccccc1)C(=O)CCC(=O)Nc1nccs1
29) COC1=C(N)C(=O)c2nc(-c3nc(C(=O)O)c(C)c(-c4ccc(OC)c(OC)c4O)c3N)ccc2C1=O
30) CNC(=S)SCCOc1ccccc1
31) CCOc1ccc(NC(=O)CSc2nnc(Cn3c(=O)sc4ccccc43)n2C)cc1
32) Cc1ccc(-c2nc(SCC(=O)c3c(N)n(C4CC4)c(=O)[nH]c3=O)n[nH]2)cc1
entry no.	25	26	27	28	29	30	31	32
EBI2 block	-2	-11	0	1	/	-3	-7	1
APJ antagonist	13	3	9	16	8	28	16	9
APJ agonist	-2	-3	-9	0	2	-8	-4	-1
CXCR6 block	1	-4	4	3	/	3	3	2
CCR6 antagonist	13	0	7	11	34	10	7	2
XBP1 UPR activ	1	-2	-1	1	-9	-1	-1	-1
UPR CHOP act	5.0	0.8	0.8	0.9	9.8	4.2	-2.1	-0.9
tim23-1 inh	18	-7	17	8	-2	-4	19	-4
Mdm2-MdmX inh	-47	-29	9	4	100*	11	15	2

33) CC(C)C(NC(=O)c1ccccc1F)C(=O)Nc1nccs1 (stereo not given)
34) O=C(NCc1ccccc1F)C1CCCN1C(=O)Nc1ccc(Cl)cc1 (stereo not given)
35) CC(C)(C)/C(O)=C/c1nc2ccccc2oc1=O
36) CC(C)C(=O)NNC(=O)CN1CCN(c2nc(-c3ccccc3)cs2)CC1
37) O=C(O)c1cccc(S(=O)(=O)N(Cc2ccccc2)c2cccc(C(F)(F)F)c2)c1
38) CC(C)Cc1nnc(NC(=O)CCC(=O)N2CC(C)CC(C)C2)s1 (stereo not given)
39) COc1ccc(/C=N/NC(=O)CNC(=O)c2ccncc2)cc1
40) O=C(CCc1nc2ccccc2c(=O)[nH]1)Nc1ccc(F)cc1
entry no.	33	34	35	36	37	38	39	40
EBI2 block	7	-2	8	-7	11	-12	13	-8
APJ antagonist	-2	12	-16	16	-24	5	13	13
APJ agonist	-2	-1	3	-1	-5	-2	-1	-1
CXCR6 block	8	-2	-7	-5	-2	1	-5	4
CCR6 antagonist	5	8	-4	-2	6	12	11	9
XBP1 UPR activ	0	-2	-1	-4	-6	-4	-4	2
UPR CHOP act	0.3	-0.6	2.9	0.6	-0.3	-3.7	-1.4	1.2
tim23-1 inh	7	-3	-16	3	23	11	14	5
Mdm2-MdmX inh	16	17	-19	0	-27	26	13	4

41) Cc1ccc(NC(=O)C2CC(=O)N/C(=N/NC(=O)c3ccc(C)cc3)S2)cc1 (stereo not given)
42) Cc1nc(N2CCCCCC2)c2ccccc2n1
43) O=S1(=O)CC(O)C(N2CCCCC2)C1 (stereo not given)
44) CN1C(=O)CC(C(=O)O)SC1=Nc1cccc(C(F)(F)F)c1 (stereo not given)
45) CCC(=O)Nc1nc(-c2ccc3c(c2)CC(C)N3S(C)(=O)=O)cs1 (stereo not given)
46) COC(=O)c1cc(NC2c3ccccc3C(=O)N2Cc2ccco2)cc(C(=O)OC)c1 (stereo not given)
47) COc1ccc(/C=C/C(=O)c2ccc3c(c2)OCCO3)cc1[N+](=O)[O-]
48) CC(C)OCP(=O)(c1ccccc1)c1ccccc1
entry no.	41	42	43	44	45	46	47	48
EBI2 block	1	-1	-3	-7	14	5	5	-8
APJ antagonist	-19	9	5	4	-10	1	7	8
APJ agonist	-2	2	-4	-3	4	-4	-1	-4
CXCR6 block	-10	-2	1	3	-1	-6	3	3
CCR6 antagonist	7	16	-11	6	11	-5	28	-10
XBP1 UPR activ	-1	-3	3	-3	-3	9	1	0
UPR CHOP act	3.7	0.2	-5.5	-1.5	3.6	-0.7	7.8	-0.2
tim23-1 inh	17	18	9	-3	18	-7	21	9
Mdm2-MdmX inh	2	28	3	11	7	12	37	13

49) O=C(CC1NCCc2ccccc21)Nc1ccccc1Cl (stereo not given)
50) COc1ccc(Br)cc1CNCCSc1nnnn1C
51) Nc1cc(C(=O)N2CCN(c3ccc([N+](=O)[O-])cc3)CC2)ccc1N1CC2CC(C1)c1cccc(=O)n1C2 (stereo not given)
52) O=C(Nc1ccc(N2CCOCC2)cc1)C1CCCN(S(=O)(=O)c2cccc(C(F)(F)F)c2)C1 (stereo not given)
53) CCOC(=O)C1CCN(C(=O)CC2(CC(=O)O)CCCC2)CC1
entry no.	49	50	51	52	53
EBI2 block	-8	6	-7	-11	-4
APJ antagonist	19	-10	13	-11	1
APJ agonist	-2	-2	3	4	-2
CXCR6 block	-2	-10	13	-2	8
CCR6 antagonist	4	15	-8	-6	17
XBP1 UPR activ	0	4	-6	-1	-1
UPR CHOP act	4.5	2.1	-1.0	-1.9	-0.2
tim23-1 inh	4	-4	5	-3	-7
Mdm2-MdmX inh	-21	-3	0	5	12

Screens deposited in PubChem BioAssay by Sanford-Burnham Center for Chemical Genomics.

Some of the compounds tested; rates above refer to the full screens.
